GDH-TPI inh – GDH-TPI coupled enzyme inhibition counter-screen; GDH-TPI coupled enzyme counterscreen, NADH absorbance; inhibition, % at 4.8 µM; 1.2% of 360,000 active; AID 588335;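 note: 0% = DMSO wells and 100% = wells lacking the enzyme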
BoNT-A LC inh2 – inhibitors of Botulinum neurotoxin A light chain protease. 0.17% of 360,000 active. multiplex microsphere protease substrate cleavage, flow cytometry. AID 588499. inhibition, % at 10 µM; in the data active = inhibition above about 30%; inconclusive = no clear call, values can overlap the other calls; note: plate controls were buffer without enzyme for full effect and enzyme alone for no effect
UGM FP inh – inhibitors of M. tuberculosis UDP-galactopyranose mutase | purified UGM, fluorescence polarization probe displacement | inhibition, % at 10 µM | 0.06% of 320,000 active | AID 504406; in the data active = inhibition above about 10%, passing the limit was not always enough; inconclusive = no clear call, values can overlap the other calls
Target sequence (P9WIQ1 whole entry, looked up): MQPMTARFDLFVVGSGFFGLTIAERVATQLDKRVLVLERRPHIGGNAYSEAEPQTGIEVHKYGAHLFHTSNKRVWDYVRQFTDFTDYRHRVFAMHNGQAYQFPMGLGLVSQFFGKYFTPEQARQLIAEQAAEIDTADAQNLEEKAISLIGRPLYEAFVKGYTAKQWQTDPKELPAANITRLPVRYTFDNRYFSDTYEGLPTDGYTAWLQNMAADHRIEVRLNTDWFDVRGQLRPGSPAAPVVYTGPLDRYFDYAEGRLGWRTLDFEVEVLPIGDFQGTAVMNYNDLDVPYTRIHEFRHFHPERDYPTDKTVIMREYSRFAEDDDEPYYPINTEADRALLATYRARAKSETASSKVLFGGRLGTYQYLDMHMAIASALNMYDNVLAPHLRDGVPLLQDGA
CCHFV vOTU inh – CCHFV vOTU protease inhibition; Pep-AMC fluorescence; inhibition, % at 11.5 µM; 0.55% of 370,000 active; AID 651958; note: 0% = vehicle wells with enzyme and 100% = no enzyme wells
PrPC TRFRET – cell surface PrPC inhibition, primary TR-FRET screen; P04156; TR-FRET read-out; inhibition, % at 13.8 µM; 0.43% of 370,000 active; AID 720596; in the data active = inhibition above about 24%; note: 0% = median of the test wells and 100% = reference compound wells
FadD28 binding – M. tuberculosis FadD28 bisubstrate binding inhibition | inhibition, % at 12.5 µM | FadD28 bisubstrate probe binding, fluorescence polarization | 0.22% of 360,000 active; in the data active = inhibition above about 8.5%, passing the limit was not always enough; inconclusive = no clear call, values can overlap the other calls
BoNT F protease – blocks Botulinum neurotoxin F light chain protease; 0.22% of 360,000 active; Multiplex microsphere protease cleavage assay, flow cytometry; inhibition, % at 10 µM; in the data active = inhibition above about 35%, passing the limit was not always enough; inconclusive = no clear call, values can overlap the other calls; note: plate controls were buffer without enzyme for full effect and enzyme alone for no effect
BioA inh – inhibitors of Mycobacterium tuberculosis BioA enzyme; purified M. tuberculosis BioA enzyme, plate reader; inhibition, % at 9.99 µM; 0.096% of 360,000 active; in the data active = inhibition above about 40%; inconclusive = no clear call, values can overlap the other calls
Mtb FBA inh – Mtb fructose-bisphosphate aldolase inhibition; inhibition, % at 1 µM; purified M. tuberculosis FBA, fluorescence read-out; 2.3% of 360,000 active; P9WQA3; in the data active = inhibition above about 27%;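 note: 0% = vehicle and 100% = reference inhibitor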
Target sequence (P9WQA3 whole entry, looked up): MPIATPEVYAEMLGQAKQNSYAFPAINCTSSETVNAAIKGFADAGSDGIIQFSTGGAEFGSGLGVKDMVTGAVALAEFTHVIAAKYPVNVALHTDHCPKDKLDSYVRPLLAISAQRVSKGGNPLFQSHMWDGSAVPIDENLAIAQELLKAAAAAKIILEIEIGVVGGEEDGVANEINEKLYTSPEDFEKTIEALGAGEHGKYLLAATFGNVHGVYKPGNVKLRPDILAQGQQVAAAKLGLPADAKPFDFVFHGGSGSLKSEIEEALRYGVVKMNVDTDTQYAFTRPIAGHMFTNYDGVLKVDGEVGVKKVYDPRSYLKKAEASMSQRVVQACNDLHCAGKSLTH
Starred values were filed as active, the others as inactive; ? = inconclusive; nt = not tested or not shown. Cut-off read from the data, not from the text of the source, unless noted: active = inhibition above about 30%; inactive = the rest.

canonical_smiles	GDH-TPI inh	BoNT-A LC inh2	UGM FP inh	CCHFV vOTU inh	PrPC TRFRET	FadD28 binding	BoNT F protease	BioA inh	Mtb FBA inh
Cc1cc(O)ccc1N/C=C1\CCCC1=O	30	-1.4	4.2	2	0	0.8	-3	-0.5	-3
CC(C)NC(=O)NC(=O)CSc1ccc(S(=O)(=O)N2CCCC2)cn1	-3	1.6	0.4	0	2	nt	4	1.0	2
COc1ccc(S(=O)(=O)NC(=O)C2(C)CCN2C(=O)CC2CCCC2)cc1 (configuration not stated)	1	-0.2	nt	-2	-5	0.2	-6	-0.8	1
CC1CCN(C(=O)C2CCCN2S(=O)(=O)c2ccc(Cl)cc2)CC1 (configuration not stated)	0	-0.2	4.3	-3	-4	0.1	1	-1.6	1
Nc1oc2ccccc2c(=O)c1-c1ccc2c(c1)OCO2	0	-2.4	-0.7	8	7	-0.3	-7	-1.8	1
O=C(N/N=C/c1cc(Cl)cc([N+](=O)[O-])c1O)C(O)(c1ccccc1)c1ccccc1	-5	3.0	0.8	18	-8	3.4	?	4.2	-11
O=C(CSc1ncccn1)Nc1cc(Cl)ccc1[N+](=O)[O-]	2	-0.9	-0.3	-1	-6	-1.1	-2	nt	-1
CC(C)[C@@H]1Cc2[nH][nH]c(=O)c2[C@H](C)O1	nt	0.1	nt	-1	-6	nt	-1	nt	nt
O=C(Nc1ccc(N2CCCC2=O)cc1)c1cncc(Br)c1	0	-0.5	-1.7	-7	5	-1.4	-2	-0.3	0
COc1cc(C)c(Br)cc1S(=O)(=O)NCc1cccs1	-4	-2.0	-2.4	15	-5	-2.6	-9	1.8	-1
COC(=O)[C@@H]1C[C@H]2CC[C@H](O)C[C@H]2N1Cc1ccc(C)s1	2	0.3	1.9	9	3	1.0	2	-0.7	5
Cc1cc2[nH]c(=O)c(=O)[nH]c2cc1S(=O)(=O)N(C)C1CCCCC1	19	-0.4	-1.3	-3	7	-2.5	-5	-1.3	11
COc1ccccc1N1C[C@@H]2C[C@@H](c3ccco3)N3CCC[C@@]23C1=O	10	0.1	-1.3	3	2	0.5	-2	nt	-2
C=CC[C@H](CC(=O)NCCO)C(=O)NC[C@@H](OC(=O)[C@@H](CC=C)CC(=O)OC(C)(C)C)c1ccccc1	14	0.7	1.5	4	-3	-1.0	2	0.3	5
COCc1cc(C(C)=O)ccc1OCC(=O)Nc1ccc(NC(C)=O)cc1	1	-0.4	-0.4	5	3	-4.2	-2	nt	-1
O=C(CSc1nncs1)Nc1nccs1	-1	1.6	0.3	-10	6	-1.2	11	0.3	-3
O=S(=O)(c1ccc(C2CCCCC2)cc1)N1CCCC1	-7	0.5	2.1	3	5	-4.4	-2	1.2	1
CC(OC(=O)CCN1C(=O)C2CC=CCC2C1=O)C(=O)Nc1cccc(C#N)c1 (configuration not stated)	-8	5.8	0.7	10	-7	0.9	9	nt	6
Cc1nc(NC(=O)CN2CCN(c3ccccc3F)CC2)sc1C(=O)N(C)C	4	1.0	1.7	-3	-2	2.2	?	-1.4	4
CCc1ccc2[nH]c(C(=O)Nc3ccc(C)c(F)c3)cc2c1	17	1.3	-0.9	17	-5	-1.6	-15	5.6	-1

Limited to GDH-TPI inh, BioA inh and BoNT-A LC inh2, for some of the entries so far:
smiles | GDH-TPI inh | BioA inh | BoNT-A LC inh2
COc1ccccc1N1C[C@@H]2C[C@@H](c3ccco3)N3CCC[C@@]23C1=O | 10 | nt | 0.1
C=CC[C@H](CC(=O)NCCO)C(=O)NC[C@@H](OC(=O)[C@@H](CC=C)CC(=O)OC(C)(C)C)c1ccccc1 | 14 | 0.3 | 0.7
COCc1cc(C(C)=O)ccc1OCC(=O)Nc1ccc(NC(C)=O)cc1 | 1 | nt | -0.4

Continued:
canonical_smiles	GDH-TPI inh	BoNT-A LC inh2	UGM FP inh	CCHFV vOTU inh	PrPC TRFRET	FadD28 binding	BoNT F protease	BioA inh	Mtb FBA inh
O=C(Nc1cccc(Cl)c1)c1csc([C@@H]2O[C@H](CO)[C@H](O)[C@H](O)[C@H]2O)n1	1	-0.8	nt	10	-6	-1.0	-1	-2.0	0
c1ccc2c(-n3cnnn3)cccc2c1	6	-0.6	0.7	0	5	0.7	-8	-3.9	0
Cc1ccc(S(=O)(=O)N2CCC(C(N)=O)CC2)c(C)c1C	13	1.8	-0.9	-1	2	-1.4	4	-0.7	2
O=C(CSc1ccccc1)Nc1ccc2c(c1)C(=O)NC2=O	1	0.9	0.1	10	-6	-0.4	1	0.6	5
Cc1ccc(C(=O)NC(=S)Nc2ccc(-c3cc4ccccc4oc3=O)cc2)c(C)c1	18	-0.3	0.0	9	-7	-1.7	-7	0.1	2
O=c1oc2ccccc2cc1-c1ccc(O)cc1	24	-0.1	1.3	15	-10	1.4	0	nt	2
CC(C)(C)OC(=O)C[C@H]1C/C=C\C[C@@H](CC(=O)N(CCO)Cc2ccccc2)C(=O)N2CCC[C@@H]2COC1=O	5	0.0	1.1	20	-3	-0.1	-6	-3.7	4
Cc1ccccc1OCC(=O)N/N=C1\CCOc2c(C)cccc21	-9	-1.4	0.3	2	3	-3.0	0	nt	2
CCc1nc2ccc(C(=O)N(CC)CCN(C)C)cn2c1N(CC)C(=O)NCCc1ccccc1	8	-0.4	nt	7	-3	1.7	6	-2.6	5
CSCCC(NC(=O)c1ccccc1)C(=O)N1CCN(C(c2ccccc2)c2ccccc2)CC1 (configuration not stated)	-6	-1.1	1.0	12	-1	-7.5	10	-1.4	0
COCc1nnc(NC(=O)c2cccs2)s1	16	1.6	0.9	28	-9	0.1	2	-2.3	-3
Cc1cc(C)n2nc(CC(=O)NC3CCCCCCC3)nc2n1	5	0.6	-1.0	nt	nt	-2.2	5	-2.2	3
CC1(C)CC(=O)CC(C2(O)C(=O)N(Cc3ccccc3)c3ccccc32)O1 (configuration not stated)	-9	0.1	-3.7	2	-12	-1.8	-4	1.2	2
CN1C(=O)C(C)(C)c2cc(S(=O)(=O)N3CCCC(C(=O)Nc4ccc(Cl)cc4)C3)ccc21 (configuration not stated)	7	0.0	3.9	-5	81*	-3.5	-8	2.3	-1
O=C(C[n+]1cn(C(F)F)c2ccccc21)c1ccc(Br)cc1	3	-1.3	2.6	-5	-3	-0.7	0	nt	0
COCCN1Cc2cccc(C(=O)Nc3cccc(C)c3C)c2C1=O	4	-0.5	-3.5	13	6	-3.6	-8	-0.8	-3
CCOC(=O)c1c(C)nc2ccccc2c1-c1ccccc1	3	1.9	-1.0	-16	-2	-0.2	-2	2.0	-2
Cn1c(=O)c2c(ncn2CC(=O)N2CCN(S(=O)(=O)c3ccc(F)cc3)CC2)n(C)c1=O	5	3.3	3.3	-5	3	0.1	-3	0.1	-1
Nc1ncnc2c1ncn2[C@H]1CC[C@@H](CO)O1	-1	0.0	3.0	-2	-10	-1.1	-5	-0.3	4
C/C(CC(=O)Nc1cccc(Cl)c1C)=N\NC(=O)C(=O)NCC(C)C	2	0.2	-2.1	-4	-3	-0.7	-1	nt	-2
CCOC(=O)N1CCN(CC(O)COc2ccccc2C(C)C)CC1 (configuration not stated)	9	0.1	0.0	13	-3	-0.6	0	0.1	0
COC(=O)c1cc(S(=O)(=O)N(C)C2CCCCC2)oc1C	-7	-0.2	-0.3	9	-2	-0.4	-1	1.0	3
CC1CCN(CCNC(=O)C2CCN(S(=O)(=O)c3cccc4nsnc34)CC2)CC1	9	-3.6	0.8	5	-38	-1.1	-8	-1.9	-1
Cc1cc(F)ccc1NC(=O)C(C)n1c2ccccc2c2nc(=O)cc(C)n21 (configuration not stated)	-7	1.0	-0.1	4	-2	-0.8	-4	1.4	4
CCCCc1c(Cc2cccc(F)c2)ncn1CCc1ccccc1OC	nt	0.2	nt	21	27*	nt	0	nt	nt
Cc1nnc(NC(=O)CSc2ccc3nnc(-c4ccccn4)n3n2)s1	7	-0.6	-0.1	6	-3	0.1	-4	nt	11
CCN(CC)C(=O)CSc1nc(N)c(-c2ccccc2)c(=O)[nH]1	-10	0.1	-2.4	-3	3	-2.0	3	nt	-3
CC1CCCN(c2nc3c(c(=O)[nH]c(=O)n3C)n2Cc2ccccc2Cl)C1 (configuration not stated)	7	0.2	4.7	-5	-2	-0.7	2	1.5	0
O=C(CCc1ccccc1)Nc1nc2nc(-c3ccccc3)cc(=O)n2[nH]1	-13	-0.2	-0.2	-2	0	0.3	-6	0.5	10
Cc1cc(C)c2c(N)c(C(=O)N/N=C/c3ccccc3)sc2n1	14	-8.6	0.5	-12	1	0.4	?	nt	10
COc1ccc2c(c1)Cc1sc(NC(=O)c3ccco3)nc1-2	12	-0.5	3.2	105*	-1	-0.6	-6	-1.0	-6
CN/C=C1\C(=O)C(C)(C)Oc2ccc3ccc(=O)oc3c21	11	0.0	2.0	4	-16	-3.6	-9	3.2	-4
Cc1cc(OCc2cccc(S(=O)(=O)N3CCOCC3)c2)ccc1Cl	13	-0.3	0.5	1	12	-2.0	-7	-0.8	0
O=C(c1cn(-c2ccccc2)nc1-c1cccnc1)N1CCN(S(=O)(=O)c2cccc(F)c2)CC1	-2	-1.9	1.1	-4	-7	-0.5	-11	-0.7	3
O=C(C1CCCCN1S(=O)(=O)c1ccccc1[N+](=O)[O-])N1CCCC1 (configuration not stated)	1	-0.3	1.7	-14	0	-1.0	4	nt	3
Nc1ccc2nc(Cc3ccccc3)[nH]c2c1	6	0.3	2.4	-10	-1	-4.4	-97	1.8	1
COc1ccc(N2CCN(C(=O)c3ccc4ccccc4n3)CC2)cc1	-7	0.3	-1.4	9	-1	-0.3	-5	nt	0
Nn1c(-c2ccccc2)nc2ccccc2c1=O	15	0.2	-1.3	14	7	-0.1	5	-3.1	-2
Cc1nc(SCC(=O)Nc2ccc3c(c2)OCCO3)c2oc3ccccc3c2n1	5	0.3	-1.1	-15	-2	-3.4	0	nt	-3
Cc1ccc(NS(=O)(=O)c2c(C(=O)N3CCCCCC3)c(C)n(C)c2C)cc1C	-4	-0.5	0.0	-1	8	-1.7	2	3.9	0
CC(=O)Nc1ccc(S(=O)(=O)NCCSCc2c(Cl)cccc2Cl)cc1	-2	-3.7	0.4	4	8	-13	-7	3.7	-6
CCOc1ccc(C2/C(=C(\O)c3ccc4c(c3)OCCO4)C(=O)C(=O)N2CCN2CCOCC2)cc1OC (configuration not stated)	34*	0.2	0.3	3	-2	0.1	-5	-3.3	0
COCCN(C(=O)Cc1cccs1)C(C(=O)NCc1ccc(OC)cc1)c1ccccc1 (configuration not stated)	3	-0.8	-2.5	-15	-3	-0.5	-5	-0.3	5
CN(C(=O)CSc1nc2c(c(=O)[nH]1)CCC2)c1ccccc1	-7	-1.0	1.3	-4	-8	-1.8	-2	0.4	0
CCC(c1nnnn1C(C)(C)C)N1CCN(C(=O)c2ccco2)CC1 (configuration not stated)	10	-0.3	-1.1	10	-7	-1.1	-3	0.4	1
O=C1NC(=O)C(Cc2ccccc2)(c2ccccc2)N1 (configuration not stated)	6	0.7	nt	1	3	-0.7	-2	0.6	3
O=C(CSc1nnc(-c2ccco2)o1)NC(=O)Cc1ccccc1	9	0.1	-3.1	2	4	1.7	-13	-0.4	3
COc1ccc2c(c1OC)C(=O)OC2CC(=O)c1ccc(N(C)C)cc1 (configuration not stated)	31*	-0.3	-1.0	26	-7	-2.4	4	0.2	-8
CCOC(=O)Nc1nc2ccc(Cn3cccc3)cc2[nH]1	7	-0.6	nt	6	22	-1.3	-10	nt	2
C[C@H](CO)N1C[C@H](C)[C@@H](CN(C)S(=O)(=O)c2ccc(Oc3ccccc3)nc2)OCc2cn(nn2)CCCC1=O	0	-0.3	nt	2	2	-1.7	-12	-1.3	2
CC(=O)N(C)CC#CCN1CCCC(CO)C1 (configuration not stated)	14	0.2	2.8	-4	-4	0.6	1	-1.2	6
O=C(Nc1ccc(Cl)c(Cl)c1)Nc1ccccc1NS(=O)(=O)c1cccs1	-6	0.0	-3.0	4	1	-9.5	-3	nt	-1

Source: PubChem BioAssay
